KOR beta-arrestin-1 – KOR antagonists, beta-arrestin recruitment, cell-based, luminescence, uHTS (AID 1778) | KOR beta-arrestin recruitment, luminescence, antagonist mode; higher % means a stronger effect | one-dose inhibition, % at 10 µM; IC50 in µM for titrated hits | hit rate 0.091% among 290,000; note: strong numbers were not always called active
GPR55 activation – GPR55 agonists via beta-arrestin recruitment, primary screen, imaging, U2OS cells, beta-arrestin-GFP redistribution (AID 1961); G-protein coupled receptor 55 (Homo sapiens); U2OS GPR55 beta-arrestin-GFP redistribution imaging; higher % means a stronger effect; one-dose activation, % at 10 µM; EC50 in µM for titrated hits; hit rate 0.048% among 290,000;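 active = activation above 40% with more than 50 cells counted in the well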;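 note: U2OS osteosarcoma cells stably expressing GPR55 and beta-arrestin-GFP; plate controls were DMSO negative control for no effect and LPI positive control for full effect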
GPR55 antagonists – GPR55 antagonists blocking LPI-driven arrestin recruitment, primary screen, imaging, U2OS, beta-arrestin-GFP, LPI agonist (AID 2013); G-protein coupled receptor 55 (Homo sapiens); U2OS GPR55 beta-arrestin-GFP translocation imaging, LPI antagonism; higher % means a stronger effect; inhibition, % at 10 µM, or IC50 in µM where a hit was titrated; hit rate 0.13% among 290,000;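 active = spots per cell inhibited over 60%, with over 100 cells counted and total cytoplasm intensity under 500,000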;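 note: U2OS cells stably carrying GPR55 and arrestin-GFP stimulated by 5 µM LPI near EC80; imaged beta-arrestin-GFP aggregate spots per cell after agonist stimulation; plate controls were LPI-stimulated DMSO wells for no effect and DMSO wells without LPI for full effect; some results filed as inactive read as strong as hits; confirmed hits need IC50 under 10 µM and bright autofluorescent wells are also inconclusive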
NOD1 inhibition – NOD1 signaling inhibitors, primary screen, cell-based, luminescence, uHTS (AID 1578); NOD1-driven NF-kB luciferase reporter cells, luminescence; higher % means a stronger effect; one-dose inhibition, % at 4 µM; EC50 in µM for titrated hits; hit rate 1% among 290,000; in the data active = inhibition mostly above about 36%, no sharp cut-off; inactive = mostly below about 34%;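 note: HEK-293T reporter cells stimulated with the NOD1 agonist gamma-tri-DAP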
HEK293 NOD2/NF-kB – NOD2 signaling inhibitors, cell-based, luminescence, uHTS, HEK293 (AID 1566) | hit rate 0.63% among 290,000 | inhibition, % at 4 µM; hits with a dose series show EC50 in µM | HEK293 NOD2/NF-kB luciferase reporter, luminescence; higher % means a stronger effect; note: many of its hits are not listed in these tables
KOR beta-arrestin-2 – KOR agonists, beta-arrestin recruitment, primary screen, cell-based, luminescence, uHTS (AID 1777) | Kappa-type opioid receptor (Homo sapiens) | KOR beta-arrestin recruitment, luminescence; higher % means a stronger effect | one-dose activation, % at 10 µM; EC50 in µM for titrated hits | hit rate 0.02% among 280,000; in the data active = activation above about 50%, passing the limit was not always enough; note: a part of the inactive calls stands beside numbers as strong as those of hits
Myeloid diff 2 – induction of myeloid progenitor differentiation, primary screen, cell-based, flow cytometry, MLPCN library | calls only at 10 µM | hit rate 1% among 360,000 | ER-HoxA9 myeloid progenitors, lysozyme-GFP differentiation;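 active = normalized GFP-positive differentiation at or above the plate's own cutoff, the solvent-only control mean plus 3 SD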;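 note: cells exposed to compound for four days before flow analysis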
T cell modulator – modulators of CD8 T cell-vesicle binding, primary screen, mouse 2C CD8+ T cells, flow cytometry. 2C CD8+ T cell-vesicle binding; active compounds read low. calls only at 7 µM. hit rate 0.068% among 330,000. AID 2052, 2009;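 active = response, share of CD8 T cells binding vesicles, and their 90th percentile fluorescence all below set limits, cut at about 80% in these data, passing the limit was not always enough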
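Benchmarks: naked versus QL9-loaded vesicles / Assay system: purified 2C TCR transgenic mouse naive CD8+ T cells / Technique: high-throughput flow cytometry with anti-B7-1 and anti-CD8 staining / Timing: Cell–vesicle co-incubation 1.5 h at 37 °C, staining 20 min on ice / Read-out: percent CD8+ FL2 mean versus row control / Probe or stimulus: QL9-loaded Drosophila micro-vesicles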
NTR1 agonist – agonists of NTR1, primary screen, imaging, U2OS cells, beta-arrestin-GFP, high content (AID 493036); activation, % at 20 µM; hit rate 0.17% among 330,000; NTR1-U2OS beta-arrestin-GFP spot imaging, agonist mode; Neurotensin receptor type 1 (Homo sapiens), P30989;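 active = activation at or above 40% of the spot to cytoplasm intensity ratio, with at least 20 cells analyzed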;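 note: 0% = DMSO without peptide and 100% = 100 nM NTR1 peptide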
Target sequence (P30989 whole entry, looked up): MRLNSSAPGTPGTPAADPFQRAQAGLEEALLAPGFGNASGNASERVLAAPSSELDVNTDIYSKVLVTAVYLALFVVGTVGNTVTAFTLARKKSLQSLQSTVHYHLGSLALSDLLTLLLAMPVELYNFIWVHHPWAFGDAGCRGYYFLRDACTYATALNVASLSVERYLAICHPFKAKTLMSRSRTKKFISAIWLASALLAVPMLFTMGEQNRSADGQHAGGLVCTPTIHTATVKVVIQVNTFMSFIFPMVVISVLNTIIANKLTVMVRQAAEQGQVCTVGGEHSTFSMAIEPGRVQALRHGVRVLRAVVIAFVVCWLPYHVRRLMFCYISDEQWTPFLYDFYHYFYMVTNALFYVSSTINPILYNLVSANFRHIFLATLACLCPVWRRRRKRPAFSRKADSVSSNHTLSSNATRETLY
T cell modulator vesicle-bound % – recorded beside T cell modulator, whose call it bears; double positive events, %; measured here: CD8+ vesicle-bound cell fraction;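 binding gate set so that unloaded-vesicle control wells show 10% double positive cells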
NTR1 agonist cell count 20 µM – second read-out of NTR1 agonist, no call of its own (marks repeat the call); cell count; measured here: cell count, cytotoxicity flag
Myeloid diff 2 GFP+ MAC1+ % – recorded beside Myeloid diff 2, whose call it bears; GFP+ MAC1+ double positive, %; measured here: differentiation confirmed by MAC1 staining
* hit, by the source's call; i = inactive; / = not tested or not shown; + = active, no number; [ ] = remark or other dose. Cut-off read from the data, not from the text of the source, unless noted: active = inhibition above about 50%; inactive = the rest. Only part of the results is shown (hit frequency here may not be typical).

mol,T cell modulator vesicle-bound %,GPR55 activation,NTR1 agonist,GPR55 antagonists,Myeloid diff 2 GFP+ MAC1+ %,NTR1 agonist cell count 20 µM,NOD1 inhibition,T cell modulator,Myeloid diff 2,KOR beta-arrestin-2,HEK293 NOD2/NF-kB,KOR beta-arrestin-1
Cc1cccc(C)c1OCC(=O)NNC(=O)Nc1ccc(Cl)cc1,66,0.0%,0.1,0%,1.6,48,0%,i,i,-2.9%,12%,-23%
O=C(CCn1cccc(C(F)(F)F)c1=O)Nc1cccc(C(F)(F)F)c1,34,-0.2%,-0.2,6%,0.2,62,-9%,i,i,6.0%,10%,8%
COc1ccc(NC(=O)c2ccc(C(=O)c3ccccc3)o2)cc1,60,-0.1%,1.4,-9%,0.2,56,-22%,i,i,14%,-10%,-50%
CCC(C)NC(=O)CNS(=O)(=O)c1ccc(C)cc1 (stereo unspecified),59,0.5%,-0.1,15%,0.3,69,7%,i,i,-4.1%,12%,18%
C=CCNC(=O)COC(=O)COc1ccc(Cl)cc1C,28,-0.1%,1.0,2%,1.1,76,-21%,i,i,-3.4%,3%,19%
CC(C)(C)NC(=O)NC(=O)COC(=O)Cn1c(C(F)(F)F)nc2ccccc21,15,-0.1%,-0.5,4%,0.5,81,-20%,i,i,6.4%,-6%,3%
Cn1nc(C(F)(F)F)c(CNC(=O)C(C)(C)CCl)c1N1CCOCC1,15,0.1%,0.0,0%,0.5,48,-22%,i,i,-5.9%,-7%,-24%
Cc1cc(=O)n2[nH]c(NCc3c(F)cccc3Cl)nc2n1,47,0.2%,2.5,2%,0.2,34,-21%,i,i,-4.8%,0%,-22%[20 µM]
Cc1cccc(NS(=O)(=O)c2c(C)noc2C)c1,32,-0.2%,1.4,4%,0.5,47,-8%,i,i,-5.6%,11%,-2%
COc1ccc(O)c(C(=O)c2cc(C#N)c(=O)n(-c3ccc(Cl)cc3)c2)c1,30,-0.1%,4.7,10%,0.4,48,-1%,i,i,1.6%,18%,23%
CCCOc1ccc(/C(O)=C2\C(=O)C(=O)N(CCCN(C)C)C23C(=O)N(C)c2ccccc23)cc1 (stereo unspecified),/,-0.2%,/,-4%,/,/,6%,/,/,11%,-13%,/
COCCN(CCOC)S(=O)(=O)c1ccc(C(=O)Nc2nc(-c3ccncc3)cs2)cc1,15,-0.3%,4.9,20%,1.3,42,/,i,i,3.4%,1%,-21%
CCCOC(=O)Nc1ccc(C(N)=O)cc1,40,-0.1%,2.0,0%,1.2,35,7%,i,i,-2.4%,10%,4%
Cn1c(=O)n(Cc2ccc(Cl)cc2)c2ccccc21,21,-0.2%,2.2,-4%,2.8,51,9%,i,i,-5.3%,4%,-21%
COc1cc2c(cc1OC)CN(CC(=O)Nc1ccc(Cl)c(S(=O)(=O)N(C)C)c1)CC2,8,-0.4%,-1.5,8%,0.8,54,-36%,i,i,-0.6%,-20%,-7%
CCN(CC)C(=O)CSc1nc2ncc(Br)cc2[nH]1,55,-0.2%,0.5,-4%,0.0,75,-15%,i,i,2.6%,0%,2%
COCCNC(=O)C(c1cccs1)N(CCc1ccccc1)C(=O)Cn1nnc2ccccc21 (stereo unspecified),32,-0.2%,-0.4,-2%,1.2,56,-13%,i,i,2.8%,-4%,4%
NC(=O)CN1C(=O)C(O)(CC(=O)/C=C\C=C\c2ccccc2)c2ccccc21 (stereo unspecified),49,0.7%,-1.5,-2%,1.0,58,18%,i,i,0.2%,10%,-53%
O=c1ccc(-c2ccc(S(=O)(=O)N3CCN(c4ccccc4)CC3)o2)n[nH]1,8,0.0%,-0.5,8%,3.6,62,13%,i,i,7.6%,9%,-45%
NC(=O)c1ccsc1N,29,-0.1%,3.6,1%,/,48,9%,i,/,/,-2%,-30%[20 µM]
CC(=O)Nc1ccc(S(=O)(=O)N(C)CC(=O)N/N=C/c2cccs2)cc1,22,-0.2%,-0.1,3%,0.5,46,-12%,i,i,-3.5%,11%,14%
Cc1cccc(N2CCN(C(=O)c3cccc(S(=O)(=O)N4CCc5ccccc5C4)c3)CC2C)c1 (stereo unspecified),49,4.9%,0.8,14%,7.3*,80,-9%,i,+,-0.1%,-2%,-9%
Cc1cccc(C)c1NC(=O)CSc1ccc([N+](=O)[O-])cn1,27,0.2%,-1.6,2%,0.5,53,-24%,i,i,3.9%,1%,-9%
COC(=O)c1cc2occc2n1Cc1nc(-c2ccccc2Cl)oc1C,42,-0.3%,0.9,12%,2.0,89,-9%,i,i,-0.3%,22%,32%
O=C(Nc1nonc1-c1ccc(Cl)cc1)c1ccccc1,40,0.5%,-0.7,6%,0.6,39,-5%,i,i,-3.1%,11%,2%

A draw from above in order of SMILES length, lowest first:
mol,T cell modulator vesicle-bound %,GPR55 activation,NTR1 agonist,GPR55 antagonists,Myeloid diff 2 GFP+ MAC1+ %,NTR1 agonist cell count 20 µM,NOD1 inhibition,T cell modulator,Myeloid diff 2,KOR beta-arrestin-2,HEK293 NOD2/NF-kB,KOR beta-arrestin-1
O=C(Nc1nonc1-c1ccc(Cl)cc1)c1ccccc1,40,0.5%,-0.7,6%,0.6,39,-5%,i,i,-3.1%,11%,2%
CC(C)(C)NC(=O)NC(=O)COC(=O)Cn1c(C(F)(F)F)nc2ccccc21,15,-0.1%,-0.5,4%,0.5,81,-20%,i,i,6.4%,-6%,3%
COCCNC(=O)C(c1cccs1)N(CCc1ccccc1)C(=O)Cn1nnc2ccccc21 (stereo unspecified),32,-0.2%,-0.4,-2%,1.2,56,-13%,i,i,2.8%,-4%,4%

The list continues:
mol,T cell modulator vesicle-bound %,GPR55 activation,NTR1 agonist,GPR55 antagonists,Myeloid diff 2 GFP+ MAC1+ %,NTR1 agonist cell count 20 µM,NOD1 inhibition,T cell modulator,Myeloid diff 2,KOR beta-arrestin-2,HEK293 NOD2/NF-kB,KOR beta-arrestin-1
N#Cc1nc(-c2ccc(OCc3ccccc3)cc2)oc1NCCN1CCOCC1,36,0.3%,1.3,21%,/,34,34%,i,/,2.6%,13%,-8%
O=C(CNC(=O)c1ccco1)NCC(=O)OCc1ccccc1Cl,23,0.4%,-0.2,7%,0.2,59,-23%,i,i,-0.8%,-4%,5%
CCOP(=O)(OCC)C(C#N)=C1SCN(c2ccc(Cl)cc2)CS1,29,-0.3%,1.5,9%,0.9,70,-45%,i,i,0.3%,-28%,-13%
CC(=O)NC(CC(=O)Nc1ccc2c(c1)OCCO2)c1ccccc1 (stereo unspecified),50,-0.2%,1.5,2%,0.5,44,-45%,i,i,-3.6%,-16%,9%
C/C(=N\Nc1cc(N2CCOCC2)ncn1)c1cccc([N+](=O)[O-])c1,58,-0.1%,-0.8,3%,0.3,66,32%,i,i,/,-83%,-19%[20 µM]
O=C(COC(=O)c1cccc(Br)c1)Nc1cccc2c1C(=O)c1ccccc1C2=O,52,0.4%,10,5%,0.7,88,-34%,i,i,6.7%,-80%,-94%
O=C(N/N=C/c1ccsc1)C1CC1,43,0.6%,0.1,-5%,0.7,43,-9%,i,i,4.5%,11%,-48%
COc1cc(C(=O)NCCC2=CCCCC2)cc(OC)c1OC,42,0.2%,0.5,6%,0.5,56,-14%,i,i,5.8%,7%,-16%
COc1cccc(C(=O)N2CCC(C(=O)NCc3ccc(C)cc3)CC2)c1,23,-0.1%,-0.6,0%,0.4,29,-5%,i,i,2.3%,-3%,-30%
O=C1c2ccccc2-c2onc3c(N4CCN(CCO)CC4)cc(N4CCN(C(=O)c5ccco5)CC4)c1c23,5,0.2%,-1.0,-16%,16*,47,-12%,i,+,-2.7%,-2%,-20%
COc1ccc(S(=O)(=O)c2c(O)c3ccc(C(=O)Nc4ccccc4Cl)cc3[nH]c2=O)cc1,11,0.1%,-0.3,-17%,2.1,58,15%,i,i,7.2%,16%,-12%
Cc1nc2nc(COc3ccccc3)[nH]n2c(=O)c1Cl,25,0.2%,1.1,6%,1.5,97,5%,i,i,/,9%,-12%
CCn1c(SCC(=O)NCC2CCCO2)nnc1-c1ccccc1 (stereo unspecified),50,-0.1%,-1.3,11%,1.3,41,11%,i,i,-6.9%,13%,8%
Cc1ccc(S(=O)(=O)N/N=C2/CCCCC2C2CCCCC2)cc1[N+](=O)[O-] (stereo unspecified),30,-0.4%,1.2,0%,0.8,42,-30%,i,i,1.9%,-18%,-22%
O=c1cc(N2CCN(Cc3ccccc3)CC2)[nH]c(=O)n1-c1ccc(Br)cc1,24,-0.3%,1.0,-12%,1.5,54,15%,i,i,2.1%,10%,-80%
COC(=O)c1ccc(CNC(=O)c2ccc3oc(C(C)C)nc3c2)cc1,58,-0.1%,-1.1,16%,2.0,54,-59%,i,i,4.8%,-46%,-20%
CC(=O)Nc1ccc(S(=O)(=O)N2CCN(c3ccc(C)c(Cl)c3)CC2)cc1,8,-0.1%,-1.7,0%,5.5,45,1%,i,i,3.7%,-26%,8%
c1ccc(-n2nc3c(ccc4cnnc43)[nH]2)cc1,53,-0.1%,2.1,1%,1.5,57,-36%,i,i,4.9%,-64%,-11%
CCc1ccc(OCCCC(=O)NCc2ccccc2)cc1,7,0.1%,0.2,-9%,0.8,44,-17%,i,i,5.1%,-6%,-14%
C#CCNC(=O)C1=C[C@H](c2ccc3c(c2)OCO3)C[C@H](OCc2ccc(CO)cc2)O1,15,0.1%,0.3,-8%,0.5,110,-4%,i,i,1.8%,-18%,16%

From PubChem
